High-throughput results: PubChem BioAssay, several laboratories
FAS TE block = FAS thioesterase domain inhibitors, primary screen, biochemical, fluorescence intensity, uHTS; Fatty acid synthase (Homo sapiens), P49327; recombinant FAS-TE, OMFH fluorogenic substrate, fluorescence endpoint; inhibition, % at 15 µM; 360,000 tested, 0.67% active; AID 602261, 2012;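 active = compounds whose normalised, plate-corrected inhibition of enzyme fluorescence in the single-dose primary screen is 50% or more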;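 also: 0% = DMSO with enzyme and 100% = substrate without enzyme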
Rpn11 block = Rpn11 (PSMD14) deubiquitinase inhibitors, primary screen, biochemical, fluorescence polarization, uHTS; 26S proteasome non-ATPase regulatory subunit 14 (Homo sapiens), O00487; human 26S proteasome, Ub4-pepOG fluorescence polarization; 20S core pre-blocked with epoxomicin; calls only at 20 µM; 360,000 tested, 0.59% active; AID 588493, 2011;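 active = inhibition at 20 µM, scaled to each plate's controls, above about 33%, limit read from the data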
Target sequence (O00487 whole entry, looked up): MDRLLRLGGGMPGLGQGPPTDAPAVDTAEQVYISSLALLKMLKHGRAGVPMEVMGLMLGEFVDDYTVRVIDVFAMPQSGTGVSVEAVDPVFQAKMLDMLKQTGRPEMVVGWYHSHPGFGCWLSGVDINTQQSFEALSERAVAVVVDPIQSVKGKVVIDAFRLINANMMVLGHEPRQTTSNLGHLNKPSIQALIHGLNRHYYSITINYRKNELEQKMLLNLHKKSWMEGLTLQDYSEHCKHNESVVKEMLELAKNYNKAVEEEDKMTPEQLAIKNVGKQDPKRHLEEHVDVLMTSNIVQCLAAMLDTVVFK
MLLE-PAM2 inh = inhibitors of PABP1 MLLE–PAM2 peptide binding, primary screen, biochemical, fluorescence polarization, FITC-PAM2, GST-MLLE. 360,000 tested, 0.36% active. AID 588489, 2011. inhibition, % at 20 µM. Polyadenylate-binding protein 1 (Homo sapiens), P11940; in the data active = inhibition above about 35%, passing the limit was not always enough;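 also: plate controls were DMSO wells with GST-MLLE for no effect and wells lacking GST-MLLE protein for full effect; some results filed as inactive read as strong as hits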
MsrA inh = bovine MsrA enzyme inhibitors, primary screen, biochemical, absorbance, HTS; Methionine sulfoxide reductase A (Bos taurus); purified bovine MsrA, absorbance read-out; inhibition, % at 15.5 µM; 360,000 tested, 0.75% active; AID 651718, 2012; in the data active = inhibition above about 4.5%;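 also: 0% = vehicle wells with enzyme and 100% = reference inhibitor wells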
eLon inh = inhibitors of E. coli Lon protease, primary screen, biochemical, fluorescence polarization; 360,000 tested, 0.42% active; P0A9M0; AID 602123, 2011; inhibition, % at 7.94 µM; purified E. coli Lon protease; in the data active = inhibition above about 13%, passing the limit was not always enough;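 also: 0% = enzyme with probe and DMSO and 100% = no enzyme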
MT1-MMP act inh = blockers of MT1-MMP proenzyme processing, primary screen, HT1080 RFP-PRO-GFP cells, GFP/RFP fluorescence | GFP/RFP ratio change, % at 20 µM | 360,000 tested, 0.061% active | GFP/RFP ratio fluorescence, overnight; percent of plate control window, DMSO zero | Matrix metalloproteinase-14 (Homo sapiens), P50281;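 active = GFP/RFP ratio change of at least 30% with cell ATP level not reduced by more than half and red fluorescence within 50% of control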; also: strong numbers were not always called active
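Material: RFP-PRO-GFP reporter HT1080 cells. Dosing: single-point 20 µM compound, 1% DMSO. Controls: DMSO and RFP-L50D-GFP cell wells. Timing: cells overnight before dosing, compound overnight, 37 °C, 5% CO2. Measure: GFP/RFP fluorescence ratio.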
Rin1 Abl inh = inhibitors of Rin1-Abl protein binding, primary screen, biochemical, TR-FRET | 360,000 tested, 0.4% active | inhibition, % at 7.35 µM | Tyrosine-protein kinase ABL1 (Homo sapiens) + Ras and Rab interactor 1 (Homo sapiens), … | AID 588664, 2011; in the data active = inhibition above about 5%, passing the limit was not always enough
CSN inh = inhibitors of CSN-mediated cullin deneddylation, primary screen, biochemical, fluorescence polarization, uHTS | COP9 signalosome complex subunit 5 (Homo sapiens), Q92905 | Purified CSN, SCF-Nedd8-OG deneddylation | inhibition, % at 12.5 µM | 360,000 tested, 0.38% active;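 active = pattern-corrected inhibition above about 35%, with an unprinted fluorescence ratio check between 0.5 and 1.5, limit read from the data, passing the limit was not always enough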;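 also: 0% = enzyme with substrate and 100% = substrate without enzyme; some results filed as inactive read as strong as hits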
Target sequence (Q92905 whole entry, looked up, one chain of several): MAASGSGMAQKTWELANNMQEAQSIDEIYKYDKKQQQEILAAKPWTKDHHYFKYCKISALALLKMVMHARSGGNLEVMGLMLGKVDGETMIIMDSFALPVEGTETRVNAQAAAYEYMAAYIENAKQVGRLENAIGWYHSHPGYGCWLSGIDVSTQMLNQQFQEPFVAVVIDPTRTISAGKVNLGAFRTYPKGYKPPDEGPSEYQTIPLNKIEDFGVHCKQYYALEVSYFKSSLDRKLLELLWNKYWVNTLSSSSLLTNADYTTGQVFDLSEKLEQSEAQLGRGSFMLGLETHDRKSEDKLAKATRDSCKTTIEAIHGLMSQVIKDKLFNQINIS
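Assay system: HEK293T-derived human Csn5 enzyme; quantity: 0.24 nM enzyme; medium: Tris/NaCl/DTT buffer, pH 7.5; also added: substrate SCFSkp2-Nedd8OG, 10 nM; doses: 12.5 µM compound; schedule: 90 min reaction at room temperature; signal: FP; read-out: % inhibition of substrate cleavage by Csn5; benchmarks: substrate-only high control, full reaction low control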
bovine MsrA act = bovine MsrA enzyme activators, primary screen, biochemical, absorbance, HTS | purified bovine MsrA, absorbance read-out | activation, % at 10.6 µM | 360,000 tested, 0.3% active; in the data active = activation above about 7.5%;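 also: 0% = vehicle and 100% = reference activator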
Numbers without * were called inactive; i = inactive; nt = no result given; + = active, no number.

SMILES	FAS TE block	Rpn11 block	MLLE-PAM2 inh	MsrA inh	eLon inh	MT1-MMP act inh	Rin1 Abl inh	CSN inh	bovine MsrA act
COc1ccc(OCC(=O)NC2CCCc3ccccc32)cc1 (stereo not given)	1	i	4	-0.2	1	4	0	3	-1
COc1ccccc1NS(=O)(=O)c1cc(NC(=O)CCc2nc3ccccc3c(=O)[nH]2)ccc1C	0	i	4	-0.7	-6	-6	-2	-4	-3
COc1ccc(Cn2c(SCc3cc(C)ccc3C)nc3cc(OC)c(OC)cc3c2=N)cc1	38	i	-65	0.3	-8	-48	-1	4	-2
CN(CC(=O)Nc1ccccc1Br)C(=O)c1cccc([N+](=O)[O-])c1	6	i	0	-0.3	0	0	1	-1	-5
CCCCC(CC(O)COCC(C)C)C(=O)NN (stereo not given)	-6	i	2	1.3	-4	3	4	-2	-1
COc1ccc(NC(=O)CN(c2ccc(C)cc2)S(C)(=O)=O)c(OC)c1	1	i	2	-0.4	-5	-1	1	2	-3
CCCCCCCCCCCCCCCC[n+]1ccc(C(N)=O)cc1	-133	+	-91	-1.4	6	1	-2	3	-3
Cc1ccc(NC(=O)c2ccc(NS(=O)(=O)c3c(C)noc3C)cc2)cc1C	0	i	-8	0.5	-12	0	2	5	-5
Clc1cccc(CNc2nnnn2-c2ccccc2)c1	-2	i	17	-0.6	-9	-3	-1	-2	-1
O=C1O/C(=C/c2ccccc2)N=C1c1ccccc1	-1	i	10	-1.3	4	0	0	3	-6
COc1cc(OC)c(C(=O)COc2ncnc3ccccc23)c(OC)c1	-8	i	-1	0.2	-6	3	-1	-1	-3
Brc1ccc(CN2CCN(c3ccccn3)CC2)s1	7	i	1	-0.2	0	6	-1	-3	-16
CCN(CC)c1c([N+](=O)[O-])c(=O)oc2ccccc12	-14	i	2	-0.2	-1	-2	-2	-1	-15
O=C1c2c(Br)c(Br)c(Br)c(Br)c2C(=O)N1c1ccccn1	-5	i	8	0.9	-10	-3	0	9	-5
Cn1cc(-c2csc(C(O)c3ccc(F)cc3)n2)cn1 (stereo not given)	-10	i	-7	0.3	-2	6	5	-2	-10
COc1ccc(C2C(C(C)=O)=C(O)C(=O)N2CCO)c(OC)c1 (stereo not given)	-3	i	-1	1.5	-3	3	-1	4	-2
CC(C)c1cccc(O)c(=O)c1	3	i	-12	1.4	1	5	-3	-8	-13
CCCCS(=O)CC(CS(=O)CCCC)OC(=O)c1ccc(C)cc1 (stereo not given)	-10	i	0	0.9	-6	19	-2	2	-9
COc1ccc(CNC(=O)Cc2c(C(=O)O)[nH]c3ccccc23)c(OC)c1	-6	i	10	-0.9	3	0	1	2	-1
COC(=O)C1(Cc2cc(-c3ccc(Cl)cc3)no2)CCN(C(=O)OC(C)(C)C)CC1	22	i	4	-1.1	1	-2	2	0	-4
c1ccc(C2CC(c3cccs3)=NN2c2ccccc2)cc1 (stereo not given)	24	i	-5	2.7	2	-7	0	5	-3
COc1cc(/C=N/NC(=O)Nc2ccccc2)ccc1OC(C)=O	-8	i	-3	0.4	10	4	-2	-10	-2
Cc1cccc(S(=O)(=O)N2CCn3cccc3C2C)c1 (stereo not given)	-2	i	-6	0.5	3	-6	-2	1	-1
Cc1ccc(CNC(=O)Nc2nnc([C@@H]3C[C@H](O)[C@@H](CO)O3)s2)cc1	-12	i	-7	-0.1	-12	1	-3	-6	-3
CC(=O)Nc1sc(C)c(C)c1C(=O)OC(C)C	-2	i	9	-0.8	-13	2	2	-4	-3
CCCn1cc(SCC(=O)NCC2CCCO2)c2ccccc21 (stereo not given)	-2	i	8	-0.1	-13	3	3	-2	-10
CC(=NN1CC(=O)NC1=O)c1ccc([N+](=O)[O-])o1	-6	i	0	3.1	-10	-3	4	0	3
COc1ccc2c(c1)sc(=NC(=O)CS(=O)(=O)c1ccc(F)cc1)n2C	0	i	15	3.6	-3	-1	-1	-2	-3
CC(=NNC(=O)c1ccccc1N)c1ccccc1O	0	i	-12	nt	-2	-1	-2	0	-9
Cc1coc2cc3oc(=O)c(CC(=O)N(C)CC(=O)O)c(C)c3cc12	-5	i	3	3.6	-2	5	1	1	-2
COc1ccc(NC(=O)Nc2ccc3c(c2)CCC3)cc1	-5	i	-3	-2.2	8	3	0	-3	-1
CC1=C(C(=O)OC(C)C)C(c2cccs2)n2ncnc2N1 (stereo not given)	-4	i	4	-1.0	-7	4	-2	6	-3
CCOC(=O)N1CCN(CC(O)c2c[nH]c3ccc(OC)cc23)CC1 (stereo not given)	0	i	18	-0.4	-3	2	3	5	-3
CCn1cnc2c1c(=O)[nH]c(=O)n2Cc1ccccc1	-1	i	-13	nt	-7	3	3	2	-1
C=C(C)CSc1nc2sc3c(c2c(=O)n1-c1ccc(C)cc1)CCN(C)C3	3	i	-20	2.5	2	-2	-2	7	0
COc1ccc2[nH]c(=O)c(CNc3cccc(C)c3)cc2c1	-9	i	3	1.1	-7	-5	-5	0	-3
Cc1ccc(NC(=O)CCC(=O)N/N=C/c2ccc(O)cc2O)cc1	-3	i	-5	0.8	-3	-1	0	6	-2
Cc1[nH][nH]c(=O)c1C(c1c(C)[nH][nH]c1=O)c1cn(Cc2cccc3ccccc23)c2ccccc12	-7	i	15	-1.2	1	-4	19*	-1	0
O=[N+]([O-])c1nn(-c2ccc(Cl)cc2)n(O)c1=NCc1ccccc1	3	i	12	0.1	5	2	-7	-2	-5
OC(CNCC(c1ccc(Cl)cc1Cl)c1c[nH]c2ccccc12)c1ccccc1 (stereo not given)	42	i	-9	-0.3	10	-16	3	-2	-1

Exported with each value named: part of the list above
> CC(=O)Nc1sc(C)c(C)c1C(=O)OC(C)C
- FAS TE block: -2
- Rpn11 block: i
- MLLE-PAM2 inh: 9
- MsrA inh: -0.8
- eLon inh: -13
- MT1-MMP act inh: 2
- Rin1 Abl inh: 2
- CSN inh: -4
- bovine MsrA act: -3

> CCn1cnc2c1c(=O)[nH]c(=O)n2Cc1ccccc1
- FAS TE block: -1
- Rpn11 block: i
- MLLE-PAM2 inh: -13
- MsrA inh: nt
- eLon inh: -7
- MT1-MMP act inh: 3
- Rin1 Abl inh: 3
- CSN inh: 2
- bovine MsrA act: -1

> Cc1[nH][nH]c(=O)c1C(c1c(C)[nH][nH]c1=O)c1cn(Cc2cccc3ccccc23)c2ccccc12
- FAS TE block: -7
- Rpn11 block: i
- MLLE-PAM2 inh: 15
- MsrA inh: -1.2
- eLon inh: 1
- MT1-MMP act inh: -4
- Rin1 Abl inh: 19*
- CSN inh: -1
- bovine MsrA act: 0

> c1ccc(C2CC(c3cccs3)=NN2c2ccccc2)cc1 (stereo not given)
- FAS TE block: 24
- Rpn11 block: i
- MLLE-PAM2 inh: -5
- MsrA inh: 2.7
- eLon inh: 2
- MT1-MMP act inh: -7
- Rin1 Abl inh: 0
- CSN inh: 5
- bovine MsrA act: -3

(cont.)
SMILES	FAS TE block	Rpn11 block	MLLE-PAM2 inh	MsrA inh	eLon inh	MT1-MMP act inh	Rin1 Abl inh	CSN inh	bovine MsrA act
CCN1C[C@@H]2[C@@H]3C(=O)N(Cc4ccccc4)C(=O)[C@@H]3[C@](CC)(C(=O)OC)N2C1=NCc1ccccc1	-9	i	-8	1.9	-2	3	-4	-3	2
CC1(C)CC(=O)/C(=C(\O)CCCN2C(=O)c3ccccc3C2=O)C(=NCC(=O)O)C1	-7	i	-11	2.0	-1	0	-1	7	-3
O=C(/C=C\c1cccs1)N1CCN(Cc2ccc3c(c2)OCO3)CC1	-2	i	11	2.6	-2	-3	0	4	-2
COc1ccc(C(C)NC(=O)c2ccc(Cl)cc2)cc1OC (stereo not given)	-1	i	3	0.5	4	5	-1	-1	-8
CCc1ccccc1NC(=S)NC1CC2CCC(C1)N2Cc1ccc(F)cc1 (stereo not given)	-7	i	14	-0.2	-1	-2	0	4	-2
CCOC(=O)C1CCCN(C(=O)c2cc(S(=O)(=O)N(C)C)ccc2N2CCCC2)C1 (stereo not given)	0	i	-4	1.3	-13	9	2	3	-3
COc1ccc2cc(C(=O)/C=C/c3cc(OC)c(OC)c(OC)c3)ccc2c1	10	i	-5	1.7	-1	-6	-2	1	-2
COc1cc(/C=C2/SC(=S)N(Cc3ccccc3)C2=O)cc(OC)c1O	10	+	-139	0.9	-218	-29	2	21	-1
O=C(Cc1ccccc1[N+](=O)[O-])NNC(=O)Nc1ccc2c(c1)OCO2	-7	i	-10	-0.9	-12	-2	1	-3	-2
CCOc1ccc(CCNC(=O)COC(=O)c2cccc(S(=O)(=O)N3CCCC3)c2)cc1OCC	-1	i	7	-0.9	-4	3	1	-7	-2
CC1(C(=O)NS(=O)(=O)C2CC2)CCCN(C(=O)/C=C/c2ccccc2)C1 (stereo not given)	-8	i	1	-0.5	-3	1	1	-2	-1
COc1ccccc1C(=O)OCn1nnc2ccccc2c1=O	1	i	11	0.6	3	-1	-4	-1	0
O=C(Nc1ccc(Br)cc1)c1cccc2c1C(=O)N(C1CCCCC1)C2	25	i	-8	-0.3	-2	1	-4	2	2
Cc1cc(NC(=O)C2CCCO2)ccc1Br (stereo not given)	-4	i	5	-0.5	-2	3	-1	-5	-14
COC(=O)c1ccc(NC(=O)CSc2nnc(Cc3cccn3C)n2-c2ccc(F)cc2)cc1	6	i	2	1.1	0	4	5	3	-1
O=C(c1cccs1)N1CCN(C23CC4CC(CC(C4)C2)C3)CC1	-1	i	-7	0.1	-8	4	1	-1	-2
CCOC(=O)CCC(=O)Nc1ccc(S(=O)(=O)Nc2cc(OC)nc(OC)n2)cc1	-9	i	-7	1.1	1	-3	0	-2	-3
CN(C)CCN(C(=O)c1ccc2ccccc2c1)c1nc2c(F)cccc2s1	19	i	-11	0.2	2	1	-2	4	0
Cc1ccc(C(C(=O)NC(C)(C)C)N(CC2CCCO2)C(=O)Cn2nnc(-c3ccc(C)o3)n2)cc1 (stereo not given)	8	i	-6	-0.7	-8	-2	-3	-1	-10
COC(=O)C(CSCc1ccccc1)NC(=O)CSc1nc(C)cc(=O)[nH]1 (stereo not given)	-3	i	0	-0.3	-7	4	5	-11	-9
C(=NN1CCCCCC1)c1ccc2ccccc2n1	1	i	-62	-1.1	-6	-5	2	0	-2
O=C(CCS(=O)(=O)c1ccc(Br)cc1)NCc1ccc(F)cc1	-1	i	6	-0.8	2	2	0	8	-7
CC(=O)c1c(C)[nH]c(C(=O)CSc2nc3ccccc3n2C)c1C	1	i	-42	0.6	4	-4	-1	0	1
Cn1c(Cl)nc2c1c(=O)n(Cc1cccc(Br)c1)c(=O)n2C	19	i	12	-1.1	-1	-3	1	2	-2
COc1ccc(-n2c(C)nc3c(cnn3-c3ccc(Cl)cc3)c2=O)cc1	7	i	2	-0.5	-5	-1	2	4	-3
CC1Cc2ccccc2N1C(=O)CCS(=O)(=O)c1ccc2c(c1)NC(=O)CS2 (stereo not given)	-2	i	-16	1.4	-16	-5	-2	10	0
COc1ccc(NC(=O)c2c(C)nn(-c3ccccc3)c2Cl)cc1	1	i	1	-0.4	-10	4	-4	-4	-2
